D1 antagonist – antagonists of human D1 dopamine receptor; HEK293 TREx D1 cells, calcium flux, dopamine EC80; hits give low values; AID 504652; activity change, negative = inhibition, % at 10 µM; 360,000 tested, 3.2% active; in the data active = activity change below about -30%; note: % is set by controls: 0 for no effect and ±100 for the full control effect
Target sequence (P21728 whole entry, looked up): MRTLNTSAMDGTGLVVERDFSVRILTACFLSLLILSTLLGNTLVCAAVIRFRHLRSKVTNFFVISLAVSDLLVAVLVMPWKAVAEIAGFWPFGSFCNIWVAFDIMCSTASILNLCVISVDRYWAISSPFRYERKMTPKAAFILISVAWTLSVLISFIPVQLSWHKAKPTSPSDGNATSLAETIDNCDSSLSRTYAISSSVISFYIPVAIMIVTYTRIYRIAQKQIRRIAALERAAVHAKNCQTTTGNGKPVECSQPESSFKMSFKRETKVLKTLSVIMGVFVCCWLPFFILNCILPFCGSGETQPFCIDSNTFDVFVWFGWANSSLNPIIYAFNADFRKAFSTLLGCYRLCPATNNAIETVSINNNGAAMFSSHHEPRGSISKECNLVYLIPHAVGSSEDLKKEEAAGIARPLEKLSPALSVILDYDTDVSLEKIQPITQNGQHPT
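After overnight tetracycline induction at 30 C, force-coupled D1 HEK293 cells took up a no-wash calcium dye at room temperature. Compounds were added and monitored 180 s, and the response to EC80 dopamine was then recorded.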
D2 antagonist – antagonizes the human D2 dopamine receptor | HEK293 TREx D2 cells, calcium flux, dopamine EC80 | inhibition, % at 10 µM | 340,000 tested, 2% active | AID 485344; in the data active = inhibition above about 30%; note: 0% is about no effect
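Antagonism is scored as inhibition of an EC80 dopamine-evoked calcium signal in a force-coupled, tetracycline-inducible HEK293 T-REx D2 line, with compound present 180 s before agonist.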
D1 ag – activates the human D1 dopamine receptor. 360,000 tested, 1% active. HEK293 T-REx D1 cells, calcium flux, agonist mode. P21728. AID 504660. activation, % at 2 µM; note: 0% is about no effect
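Inducible HEK293 T-REx D1 cells, force-coupled to calcium signalling, were plated at 4000 cells/well with tetracycline and held overnight at 30 C. After no-wash calcium dye loading, compound-evoked calcium rise over 180 s flagged agonists.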
D2 ag – activates the human D2 dopamine receptor; activation, % at 2 µM; P14416; HEK293 T-REx D2 cells, calcium flux agonist mode; 340,000 tested, 0.53% active;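 active = activation over 3 SD above normal in the single-dose calcium agonist read, cut at about 30% in these data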; note: 0% is about no effect
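Tetracycline-induced HEK293 Trex cells with D2 receptor force-coupled to calcium signaling, plated overnight at 30 C and loaded with no-wash calcium dye. Calcium flux read kinetically for 180 s after compound addition; responses flag agonists.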
TRHR enhancer – allosterically enhances the human TRH receptor. P34981. TRHR cells, fluo-8 calcium fluorescence, EC20 TRH enhancement. enhancement, % at 2 µM. 360,000 tested, 0.66% active. AID 493056; in the data active = enhancement above about 30%; note: 0% is about no effect
Target sequence (P34981 whole entry, looked up): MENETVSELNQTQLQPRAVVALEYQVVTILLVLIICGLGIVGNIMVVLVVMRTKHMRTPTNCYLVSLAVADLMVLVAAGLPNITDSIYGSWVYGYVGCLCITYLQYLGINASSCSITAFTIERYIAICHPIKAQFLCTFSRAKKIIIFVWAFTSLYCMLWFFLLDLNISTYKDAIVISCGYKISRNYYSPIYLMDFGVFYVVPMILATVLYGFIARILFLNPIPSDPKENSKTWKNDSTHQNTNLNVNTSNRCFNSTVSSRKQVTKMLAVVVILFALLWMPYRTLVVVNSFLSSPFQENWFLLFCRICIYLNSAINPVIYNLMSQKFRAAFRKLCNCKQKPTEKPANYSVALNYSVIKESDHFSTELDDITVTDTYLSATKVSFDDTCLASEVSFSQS
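TRHR-expressing cells loaded with fluo-8 calcium dye were read kinetically (ex 480/em 530) during compound addition, then stimulated with an EC20 of TRH (10 nM final). Enhancement of the Gq-mediated intracellular calcium response was scored.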
D2 PAM – positive allosteric modulators of human D2 dopamine receptor; P14416; HEK293 T-REx D2, calcium flux, EC20 dopamine potentiation; potentiation, % at 10 µM; 340,000 tested, 0.34% active;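 active = potentiation over 3 SD above the plate norm, cut at about 30% in these data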; note: 0% is about no effect
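Cells plated with tetracycline inducer and held overnight at 30 C; calcium dye loaded 30–90 min at room temperature; baseline taken, compound added and read 180 s; EC20 dopamine then added and read 180 s.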
D1 potentiator – potentiators of human D1 dopamine receptor; P21728; HEK293 TREx D1 cells, calcium flux, dopamine EC20 potentiation; potentiation, % at 10 µM; 360,000 tested, 0.036% active; in the data active = potentiation above about 30%; note: 0% is about no effect
TRHR ag – TRH receptor (human) agonism; P34981; TRHR cells, calcium flux fluo-8, FDSS agonist mode; activation, % at 2 µM; 360,000 tested, 0.18% active; AID 493084; note: 0% is about no effect
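In this calcium-flux screen, cells bearing human TRHR are dye-loaded with fluo-8, baselined for 10 cycles, then exposed to library compounds; positive kinetic calcium responses during the agonist phase mark hits, with TRH as control.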
RXFP1 antagonist – blocks the human relaxin receptor RXFP1 | Q9HBX9 | HEK293-RXFP1, relaxin-stimulated cAMP HTRF, 30 min; hits give low values | activity change, negative = inhibition, % at 57.5 µM | 350,000 tested, 0.59% active;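 active = activity change of -60% or lower, but not beyond a set lower limit; inconclusive = change between -60% and -40%, or beyond the set limit; inactive = change above -40%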; note: % is set by controls: 0 for no effect and ±100 for the full control effect
Numbers without * were called inactive; ? = inconclusive; . = not tested or not shown; & = joins results of further samples. Cut-off read from the data, not from the text of the source, unless noted: active = activation above about 30%; inactive = the rest.

Screens by letter: A = D1 antagonist; B = D2 antagonist; C = D1 ag; D = D2 ag; E = TRHR enhancer; F = D2 PAM; G = D1 potentiator; H = TRHR ag; I = RXFP1 antagonist
CCOC(=O)c1c(NC(=O)C2C3C=CC(CC3)C2C(=O)O)sc(C)c1CC (stereo not drawn)
  A: -9	B: 4	C: 0	D: 1.7	E: -6	F: 3	G: -1	H: -0.1	I: -5
COc1ccc(-c2noc(CCCC(=O)NC3CCCCC3)n2)cc1OC
  A: -2	B: 17	C: 3	D: 0.2	E: -3	F: 1	G: 7	H: 0.2	I: 2
Cc1ccc(S(=O)(=O)N(C)CC(=O)NNC(=O)Cc2cccc(F)c2)cc1
  A: -3	B: 3	C: 2	D: 0.1	E: 5	F: -18	G: -8	H: -0.5	I: -1
COCCCNS(=O)(=O)c1ccc2c(c1)OCCO2
  A: -12	B: 34*	C: 3	D: -0.2	E: -7	F: 3	G: -1	H: 1.2	I: -1
CC(C)c1ccc(OCC(O)CN2CCN(c3ccccc3)CC2)cc1 (stereo not drawn)
  A: -11	B: 78*	C: 14	D: 54*	E: 6	F: -26	G: -6	H: 0.8	I: -37&-11
Cc1nc2cc(-c3cccc(F)c3)nn2c(C)c1CCC(=O)NC(C)c1ccc2c(c1)OCCO2 (stereo not drawn)
  A: 1	B: -9	C: 0	D: 0.2	E: -1	F: 4	G: -5	H: -0.4	I: .
C=CCN1C2CCCC1CC(NC(=O)Nc1cc(C)cc(C)c1)C2 (stereo not drawn)
  A: -7	B: -1	C: 5	D: -0.8	E: -1	F: -13	G: -6	H: 0.1	I: -22
CSc1cccc(NC(=O)c2c(Cl)cnn2C)c1
  A: 6	B: -4	C: 0	D: -0.4	E: 3	F: -1	G: -5	H: -0.5	I: -7
O=S(=O)(NNc1nccc(C(F)(F)F)n1)c1cccc(Cl)c1Cl
  A: -1	B: -4	C: 2	D: -0.4	E: 1	F: 1	G: 1	H: -1.3	I: 6
CCCc1cc(=O)[nH]c(Nc2cc(Cl)ccc2OC)n1
  A: 3	B: .	C: 2	D: -0.4	E: 2	F: -27	G: -2	H: 0.6	I: -13
COc1ccc(S(=O)(=O)Nc2ccc(F)cc2)cc1N(C)S(=O)(=O)c1ccc(Cl)cc1
  A: 7	B: 9	C: 21	D: -0.4	E: 4	F: 8	G: 1	H: 0.3	I: ?
CC(=O)Nc1ccc2nc3c(=O)[nH]c(=O)[nH]c3nc2c1
  A: -8	B: .	C: 11	D: 1.7	E: 15	F: 17	G: 0	H: 12	I: .
CC(=O)c1ccc(NC(=O)[C@@H]2CCCN2C(=O)OC(C)(C)C)cc1
  A: -17	B: -5	C: 1	D: 1.0	E: -8	F: 4	G: -4	H: 0.8	I: -10
COc1cc(Cl)cc(C#N)c1OCC(=O)O
  A: -6	B: -38	C: 3	D: -0.7	E: 4	F: 7	G: -1	H: 0.3	I: -3
Cc1ccc(C(O)(COC(=O)C(C)C)COC(=O)C(C)C)c(O)c1
  A: -11	B: 10	C: 4	D: 0.3	E: 22	F: 6	G: -3	H: -0.6	I: 8
Cc1cccc(Cn2c(CNC(=O)c3ccccc3)nc3ccccc32)c1
  A: 3	B: .	C: 1	D: -1.1	E: -12	F: -8	G: -1	H: -0.3	I: -19
CC(C)(C)[C@H]1C=C(C(=O)NC2CC2)O[C@@H](OCc2ccc(CO)cc2)C1
  A: 8	B: 21	C: -4	D: 0.8	E: 5	F: -2	G: 2	H: 0.4	I: .
CC1CCN(CCOc2ccc(Cl)c(Cl)c2)CC1
  A: -6	B: 84*	C: 6	D: 6.3	E: -3	F: -26	G: -6	H: 0.4	I: 3
COC(=O)c1ccc(N2C(=O)CC(N3CCOCC3)C2=O)cc1 (stereo not drawn)
  A: 10	B: 9	C: 2	D: 0.7	E: -1	F: 10	G: -1	H: -0.4	I: -15
CC1CCCN(CCCOc2ccc(Br)cc2Cl)C1 (stereo not drawn)
  A: -6	B: 36*	C: 11	D: -0.4	E: -3	F: -22	G: -9	H: -2.0	I: ?
O=C(CN1c2ccccc2Sc2ccccc21)NNC(=S)Nc1ccc(Cl)cc1
  A: -18	B: .	C: 1	D: .	E: -15	F: 6	G: 1	H: -0.1	I: ?
CCc1ccccc1NC(=O)CCc1c(C)nc(SC)nc1C
  A: -3	B: 8	C: 1	D: -0.5	E: -1	F: -5	G: -6	H: -0.4	I: 2
O=C(NC(=S)N1CCc2ccccc21)c1ccc(Br)o1
  A: -15	B: -11	C: 0	D: 1.4	E: 11	F: -2	G: -7	H: -0.1	I: ?
O=C(CCS(=O)(=O)c1ccc2c(c1)NC(=O)CS2)NCCc1ccc(Cl)cc1
  A: -10	B: 3	C: 2	D: 1.2	E: -3	F: 7	G: -2	H: -0.3	I: -7
CCc1nc2nc(C)c(NS(=O)(=O)c3ccc4c(c3)CCCC4)c(=O)n2[nH]1
  A: 16	B: 5	C: -2	D: -0.2	E: 4	F: -13	G: 1	H: 1.1	I: 2

The final five entries of the part above come first, to join the parts.
Screens by letter: A = D1 antagonist; B = D2 antagonist; C = D1 ag; D = D2 ag; E = TRHR enhancer; F = D2 PAM; G = D1 potentiator; H = TRHR ag; I = RXFP1 antagonist
O=C(CN1c2ccccc2Sc2ccccc21)NNC(=S)Nc1ccc(Cl)cc1
  A: -18	B: .	C: 1	D: .	E: -15	F: 6	G: 1	H: -0.1	I: ?
CCc1ccccc1NC(=O)CCc1c(C)nc(SC)nc1C
  A: -3	B: 8	C: 1	D: -0.5	E: -1	F: -5	G: -6	H: -0.4	I: 2
O=C(NC(=S)N1CCc2ccccc21)c1ccc(Br)o1
  A: -15	B: -11	C: 0	D: 1.4	E: 11	F: -2	G: -7	H: -0.1	I: ?
O=C(CCS(=O)(=O)c1ccc2c(c1)NC(=O)CS2)NCCc1ccc(Cl)cc1
  A: -10	B: 3	C: 2	D: 1.2	E: -3	F: 7	G: -2	H: -0.3	I: -7
CCc1nc2nc(C)c(NS(=O)(=O)c3ccc4c(c3)CCCC4)c(=O)n2[nH]1
  A: 16	B: 5	C: -2	D: -0.2	E: 4	F: -13	G: 1	H: 1.1	I: 2
CCCOc1cccc(C(=O)NC(=S)Nc2ccccc2)c1
  A: -16	B: -8	C: 2	D: -0.2	E: -12	F: 3	G: -6	H: 0.3	I: -6
Cc1ccc(-n2cnc3cc(NCc4cccs4)ccc32)cc1
  A: 2	B: 7	C: 6	D: 0.0	E: 3	F: 7	G: -4	H: -0.9	I: -17
Cc1sc(NC(=O)CSc2nc(O)cc(=O)[nH]2)nc1-c1ccccc1
  A: 6	B: -1	C: 2	D: 0.5	E: -3	F: -16	G: 2	H: 0.1	I: -6
O=C(CSc1cc(Cl)ccc1Cl)NC1CCCc2ccccc21 (stereo not drawn)
  A: 6	B: -7	C: 4	D: 0.1	E: -1	F: -2	G: 1	H: -0.6	I: -12
COc1ccc(-c2c(C#N)c(N)nc3sc(C(=O)c4ccccc4)c(N)c23)cc1
  A: 6	B: 7	C: 25	D: -1.2	E: 2	F: 10	G: -6	H: 4.7	I: -6
Cc1ccc(S(=O)(=O)CCN2CCN(c3ccccn3)CC2)cc1
  A: 3	B: -1	C: 0	D: 6.2	E: 2	F: -6	G: -3	H: -1.0	I: -11
S=C(Sc1ccc(Cl)cc1)Sc1ccc(Cl)cc1
  A: -18	B: 3	C: 3	D: -0.5	E: -5	F: 9	G: 2	H: -0.1	I: .
CCOc1ccc(C(=O)c2cn(CC(=O)Nc3ccc(F)cc3)c3cc4c(cc3c2=O)OCO4)cc1
  A: -2	B: .	C: 0	D: .	E: 4	F: 5	G: -2	H: -1.2	I: .
COc1ccc(NC(=O)c2oc3ccccc3c2NC(=O)c2ccco2)c(OC)c1
  A: -13	B: 13	C: 4	D: 0.1	E: 2	F: 11	G: 0	H: -0.6	I: 10
Cc1cc(S(=O)(=O)NCCCN2CCOCC2)c(Cl)cc1Cl
  A: 4	B: 17	C: -1	D: 0.5	E: -8	F: 4	G: -11	H: -0.1	I: -19
CC(=O)c1c(C)nc(-c2ccc(OCC(=O)Nc3ccc(F)cc3)cc2)n1O
  A: -15	B: .	C: 1	D: .	E: -1	F: .	G: -5	H: -0.6	I: 1
COc1cc(/C=C(/NC(=O)c2ccccc2)C(=O)N2CCOCC2)c([N+](=O)[O-])cc1OC
  A: 4	B: 2	C: 1	D: 0.3	E: 4	F: 2	G: 2	H: 1.1	I: 5
COc1ccc(F)cc1S(=O)(=O)Nc1ccc2c(c1)CCCN2C(=O)c1cccs1
  A: 22	B: .	C: 4	D: 0.2	E: 10	F: 4	G: 0	H: -0.8	I: -7
COc1ccc(CCNC(=O)CSc2nc(N)c3c(C)c(C)oc3n2)cc1OC
  A: -1	B: 0	C: 1	D: -0.1	E: 5	F: -4	G: -6	H: -0.5	I: -10
COc1cc(Cl)c(C)cc1NC(=O)c1ccc2c(c1)OCO2
  A: -15	B: 2	C: 3	D: -0.7	E: -8	F: -4	G: 3	H: 0.5	I: -3
Cc1cccc(-n2c(SCC(=O)N3CC(=O)Nc4ccccc43)nc3ccccc3c2=O)c1
  A: 1	B: -1	C: 15	D: -0.5	E: 4	F: 16	G: -4	H: 0.1	I: -9
O=C(CSc1nnc(COc2ccc(Cl)cc2)o1)Nc1ccccc1
  A: -4	B: .	C: 4	D: 1.6	E: 1	F: 1	G: -3	H: 0.2	I: 0
CC(C)CCn1c(/C=C/c2ccccc2)nc2ccccc21
  A: -32*	B: .	C: 10	D: -0.9	E: 1	F: 4	G: -5	H: -0.8	I: .
COc1cc(S(=O)(=O)NCCOC23CC4CC(CC(C4)C2)C3)c(OC)cc1Cl
  A: -14	B: 4	C: 4	D: -2.0	E: 2	F: 9	G: -2	H: -0.5	I: .
Oc1ccc(C2=CSC3=NCCN23)cc1O
  A: -14	B: -29	C: 4	D: 0.2	E: 6	F: 2	G: -4	H: -0.6	I: 4
Cc1ccc(C)c(N2CCN(C(=O)CCCCCn3c(=O)[nH]c4ccccc4c3=O)CC2)c1
  A: -7	B: .	C: 2	D: 0.7	E: 2	F: -16	G: -4	H: 0.2	I: -3

Compounds as they come; 7.1% or so of the library scored in one or more.
